Screening data (PubChem BioAssay)
TDP2 inh = human TDP2 enzyme inhibitors, primary screen, biochemical, epi absorbance, recombinant enzyme; AID 720702, 2013; 0.34% of 370,000 active; T5PNP hydrolysis, p-nitrophenol absorbance 415 nm; inhibition, % at 12.8 µM; Tyrosyl-DNA phosphodiesterase 2 (Homo sapiens), O95551;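 active = inhibition above the mean of all tested compounds plus 3 SD, set per campaign, cut at about 25% in these data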;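 also: 0% = DMSO with enzyme and 100% = buffer with substrate but no TDP2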
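Incubation: 2 h at 37 °C; Test system: recombinant human TDP2; Quantity: enzyme 120 nM; Read-out basis: percent inhibition; Medium: 50 mM Tris-HCl pH 7.5 with Mg2+, KCl, DTT, BSA; Repeats: single replicate; Compound: 12.8 µM single point, 1% DMSO; Signal: epi absorbance; Reagent: 5 mM T5PNP chromogenic substrate; Benchmarks: no-enzyme high, DMSO-plus-enzyme low.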
ADAM17 inh = ADAM17 inhibitors, primary screen, biochemical, QFRET; AID 720648, 2013; Disintegrin and metalloproteinase domain-containing protein 17 (Homo sapiens), P78536; inhibition, % at 6.95 µM; recombinant ADAM17, EDANS/DABCYL FRET peptide cleavage; 0.83% of 370,000 active;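 active = inhibition above the mean of compounds lying between control limits plus 3 SD, set per campaign, cut at about 8.5% in these data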;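 also: 0% = DMSO-only wells as the low control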
ARFGAP1 inhibitor = inhibitors of rat ARFGAP1 GAP activity, primary screen, biochemical, fluorescence polarization, GDP tracer | ADP-ribosylation factor GTPase-activating protein 1 (Rattus norvegicus), Q62848 | Arfgap1-stimulated ARF1 GTP hydrolysis, GDP FP detection | inhibition, % at 16.5 µM | 0.26% of 360,000 active | AID 651572, 2012;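 active = inhibition above a per-plate limit, mean inhibition of low control wells plus 3 SD, cut at about 25% in these data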;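 also: 0% = DMSO wells with enzyme and 100% = wells lacking Arfgap1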
Target sequence (Q62848 1-136 limits assumed): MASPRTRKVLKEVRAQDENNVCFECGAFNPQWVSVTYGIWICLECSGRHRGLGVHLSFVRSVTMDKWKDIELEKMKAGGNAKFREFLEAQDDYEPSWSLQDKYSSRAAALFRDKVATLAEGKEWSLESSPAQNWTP
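Material – truncated rat Arfgap1 GAP domain · Buffer or medium – HEPES-based buffer, pH 7.5 · Reagent – human ARF1(Δ1-17)-GTP substrate · Dosing – 16.5 µM single point, 1.26% DMSO · Schedule – GTP hydrolysis reaction 2 h at 25 °C · Technique – GDP detection by fluorescence polarization · Benchmarks – No-Arfgap1 wells (100%) versus DMSO full-reaction wells (0%) · Repeats – single replicate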
ASAP1 GAP inh = inhibitors of human ASAP1 ArfGAP activity, primary screen, biochemical, fluorescence polarization | ASAP1-stimulated ARF1 GTP hydrolysis, GDP FP detection | 0.19% of 360,000 active | inhibition, % at 16.5 µM; in the data active = inhibition above about 25%;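 also: 0% = vehicle with enzyme and substrate and 100% = no enzyme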
Target sequence (Q9ULH1 325-724 limits assumed): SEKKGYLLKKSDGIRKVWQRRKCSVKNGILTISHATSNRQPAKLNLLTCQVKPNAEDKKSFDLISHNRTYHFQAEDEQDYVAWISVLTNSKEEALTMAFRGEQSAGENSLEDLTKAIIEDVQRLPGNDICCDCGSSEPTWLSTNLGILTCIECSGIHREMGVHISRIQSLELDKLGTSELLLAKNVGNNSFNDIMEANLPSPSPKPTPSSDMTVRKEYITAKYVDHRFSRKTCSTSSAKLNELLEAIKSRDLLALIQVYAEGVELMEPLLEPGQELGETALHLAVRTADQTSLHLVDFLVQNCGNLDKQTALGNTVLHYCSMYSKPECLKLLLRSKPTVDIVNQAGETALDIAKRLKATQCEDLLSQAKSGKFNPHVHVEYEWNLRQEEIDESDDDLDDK
Tn6 DDE FP = inhibitors of Tn6 peptide binding to fibrin DD(E), primary screen, biochemical, fluorescence polarization, human fibrin, Tn6 probe; Fibrinogen beta chain (Homo sapiens), P02675; Fibrin DD(E) TRITC-Tn6 fluorescence polarization displacement; inhibition, % at 8.3 µM; 0.21% of 370,000 active;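 active = inhibition above a per-campaign cutoff: mean of compounds within control limits plus 3 SD, cut at about 15% in these data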;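 also: 0% = median of all compound wells on the plate and 100% = blocking peptide control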
Tn7 DDE FP = inhibitors of Tn7 peptide binding to fibrin DD(E), primary screen, biochemical, fluorescence polarization, human fibrin, Tn7 probe | inhibition, % at 8.3 µM | Fibrinogen beta chain (Homo sapiens), P02675 | 0.13% of 370,000 active | FP displacement of FITC-Tn7 peptide from fibrin DD(E); 0% = median of compound wells per plate;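 active = inhibition above the mean of compounds falling within the control limits plus 3 SD of them, cut at about 14% in these data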;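 also: 0% = plate median of compound wells and 100% = 10 µM Aha-Tn7 peptide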
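system = human fibrin DD(E) protein | quantity = DD(E) 2 µM final | medium = Tris/NaCl/CaCl2 buffer, pH 7.8 | also added = labelled Tn7 tracer, 0.1 µM | compound dosing = single point at 8.3 µM | timing = compound with protein 10 min, then 3 h after probe, room temperature | signal = FP measurement | benchmarks = Aha-Tn7 high control | repeats = one replicate per compound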
PLCg1 inh = PLC-gamma1 enzyme inhibitors, primary screen, biochemical, fluorescence, purified enzyme; AID 720700, 2013; fluorogenic substrate; 0.84% of 370,000 active; 1-phosphatidylinositol 4,5-bisphosphate phosphodiesterase gamma-1 (Homo sapiens), P19174; inhibition, % at 12.2 µM; in the data active = inhibition above about 9.5%
LEDGF integ inh = blockers of LEDGF/p75-dependent integrase strand transfer – biochemical, TR-FRET, high throughput, primary screen. AID 743269, 2014. 0.64% of 370,000 active. TR-FRET IN-LEDGF/p75 DNA integration, Eu/Cy5. HIV-1 integrase (with human LEDGF/p75). inhibition, % at 3.7 µM;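 active = inhibition above the screen-wide mean plus 3 SD, cut at about 13% in these data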;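 also: signal is the Cy5 over europium emission ratio at 671 and 618 nm; 0% = plate median of compound wells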
ADAM10 inh = human ADAM10 inhibitors, primary screen, biochemical, QFRET, HTS. Disintegrin and metalloproteinase domain-containing protein 10 (Homo sapiens), O14672. recombinant ADAM10, EDANS/DABCYL FRET peptide cleavage, 3 h. inhibition, % at 7 µM. 0.62% of 370,000 active;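 active = inhibition above a per-campaign cutoff equal to the mean of compounds falling between control-based bounds plus 3 SD, cut at about 20% in these data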;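 also: 0% = DMSO wells while the 100% control is not disclosed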
Target sequence (O14672 214-748 limits assumed): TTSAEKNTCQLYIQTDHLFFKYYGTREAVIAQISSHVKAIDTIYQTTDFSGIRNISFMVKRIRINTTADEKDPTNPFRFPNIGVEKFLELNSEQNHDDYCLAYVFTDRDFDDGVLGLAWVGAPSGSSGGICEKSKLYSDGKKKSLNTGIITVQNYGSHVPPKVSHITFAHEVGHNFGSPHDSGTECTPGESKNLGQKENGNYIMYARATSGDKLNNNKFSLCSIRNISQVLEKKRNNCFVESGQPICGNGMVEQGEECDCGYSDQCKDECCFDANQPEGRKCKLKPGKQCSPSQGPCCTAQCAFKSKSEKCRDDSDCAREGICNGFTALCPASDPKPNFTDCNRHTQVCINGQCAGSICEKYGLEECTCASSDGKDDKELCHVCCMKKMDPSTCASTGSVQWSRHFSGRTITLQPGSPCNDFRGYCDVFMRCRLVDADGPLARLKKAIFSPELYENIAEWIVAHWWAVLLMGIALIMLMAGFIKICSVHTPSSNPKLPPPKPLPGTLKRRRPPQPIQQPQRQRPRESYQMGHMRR
KLK7 zymogen act = proKLK7 zymogen activators, primary screen, biochemical, fluorescence intensity; Kallikrein-7 (Homo sapiens), P49862; purified proKLK7, EDANS-DABCYL substrate fluorescence; 100% is mature enzyme control, 0% vehicle; activation, % at 7 µM; 0.9% of 370,000 active;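 active = activation above the mean of all tested compounds plus 3 SD, computed per campaign excluding outliers beyond control limits, cut at about 13% in these data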
The depositor's hits bear a star; i = inactive; . = no result given. The order is random. Share with any hit: about 4.2%.

SMILES	TDP2 inh	ADAM17 inh	ARFGAP1 inhibitor	ASAP1 GAP inh	Tn6 DDE FP	Tn7 DDE FP	PLCg1 inh	LEDGF integ inh	ADAM10 inh	KLK7 zymogen act
O=C1NC[C@H](c2ccccc2)OC(=O)[C@H](Cc2ccc(F)cc2)C/C=C\C[C@@H]1CC(=O)N(CCO)Cc1ccccc1	7	-5	-4	-6	0	6	2	-2	-6	-0.1
COC(=O)c1ccc2c(c1)NC(=O)C(N1CCCCC1)S2 (stereo not drawn)	6	1	15	-3	5	-1	1	-3	5	-0.1
COc1cc(OC)cc(C(=O)NC2CCN(CC(=O)Nc3cccc4ccccc34)CC2)c1	-10	12*	-10	-8	-3	2	4	2	12	1.0
COC(=O)[C@]12C[C@H](CC(=O)NCCCCc3ccccc3)C(=O)N(CCC3=CCCCC3)C1=C[C@H](C(C)C)O[C@@H]2C1CC1	8	3	.	.	5	-2	3	2	9	-0.1
O=C(Nc1ccc(N2CCOCC2)cc1)c1nc2ccccc2s1	16	-3	8	5	-7	2	1	0	1	-0.7
CSC[C@H]1CN(c2ccc(Br)cc2)C(=O)[C@@H]1CC(=O)Nc1ccc(Br)cc1	5	-1	10	10	-1	5	4	-1	-9	0.4
COc1ccc(Nc2nc(NCCO)nc(N3CCCC3)n2)cc1	8	-1	3	5	-1	-6	1	-4	-1	-0.7
CC1CC1C(=O)OCC(=O)Nc1ccc(Cl)cn1 (stereo not drawn)	1	-3	-2	-3	1	-2	-1	3	-6	0.6
CC1C(=O)N(Cc2cn(CCC3OCCCO3)nn2)CCS(=O)(=O)N1Cc1ccc(-c2ccc(Cl)cc2)cc1 (stereo not drawn)	-3	6	12	6	10	3	2	0	5	1.2
Cc1cccc(C(C)C)c1NC(=O)c1cccnc1	2	-6	-13	19	-7	-5	-3	1	2	-1.0
O=S(=O)(NCCc1csc(-c2ccc(C(F)(F)F)cc2)n1)c1ccc2c(c1)OCCO2	-1	9.3*	18	15	4	3	-2	1	-3	-0.7
Cc1ccc(-c2nnc3n2N=C(c2ccccc2Br)CS3)cc1	-6	-2	-3	5	0	5	-2	-2	4	0.1
CC(=O)c1cccc2c(O)c(C3=Nc4ccccc4C3=O)[nH]c12	8	-9	2	-4	7	4	-23	-4	-18	0.6
COc1cc(CO)c(Br)cc1OCC(=O)Nc1ccccc1C	-19	6	-1	-11	-3	-4	2	4	1	-0.5
COc1cccc(N2CCN(C(=O)Cn3c(=O)oc4ccccc43)CC2)c1	-15	2	0	-22	0	1	9.8*	6	4	0.4
CCOc1ccc(NC(=O)N2CCC(n3nnc4ccccc43)CC2)cc1	5	-1	-3	-5	-6	-2	0	-1	0	0.5
OC(CNCCNc1ncccc1C(F)(F)F)COc1ccc(F)cc1 (stereo not drawn)	-8	1	-8	-10	14	4	0	-2	-4	0.2
Cc1ccc(S(=O)(=O)N2CCC(C(=O)NNC(=O)c3ccc(F)cc3)CC2)cc1	4	-1	0	-3	-2	1	2	5	3	0.5
COC(=O)N1N=C(c2ccccc2)CC1(O)C(F)(F)F (stereo not drawn)	-11	-3	3	-5	0	2	-4	-3	9	0.0
COc1cc(C(=O)N/N=C/c2ccc(OC)c(CN3CCN(c4ccc(F)cc4)CC3)c2)ccc1O	0	5	-5	9	0	5	-1	-2	9	0.7
COC(=O)c1ccc(OCC(O)CN2C(=O)NC(C)(C)C2=O)cc1 (stereo not drawn)	5	-4	6	-4	2	-2	0	0	3	-0.5
CCOC(=O)Cn1cnc(-c2ccc([N+](=O)[O-])cc2)c1	-6	0	2	4	4	-4	-2	2	4	0.1
CC(C)(C)c1ccc(C(=O)Nc2nnc(Cc3c[nH]c4ccccc34)s2)cc1	-2	3	0	0	3	5	-3	-1	-4	-0.5
O=C(COC(=O)Cn1ccc(=O)[nH]c1=O)Nc1ccc(F)cc1	1	-1	-2	-1	-1	-11	3	2	3	-0.3
N#C/C(=C\c1ccccc1OCc1ccc(C(=O)O)cc1)c1ccccc1	12	0	9	3	0	5	-7	-1	0	0.7

Results in Tn7 DDE FP (2 entries from above):
molecule	Tn7 DDE FP
CSC[C@H]1CN(c2ccc(Br)cc2)C(=O)[C@@H]1CC(=O)Nc1ccc(Br)cc1	5
CCOC(=O)Cn1cnc(-c2ccc([N+](=O)[O-])cc2)c1	-4

(continued)
SMILES	TDP2 inh	ADAM17 inh	ARFGAP1 inhibitor	ASAP1 GAP inh	Tn6 DDE FP	Tn7 DDE FP	PLCg1 inh	LEDGF integ inh	ADAM10 inh	KLK7 zymogen act
COc1cc(-c2cnc3c(NC(C)=O)cc(-c4cccc(C(=O)NCCO)c4)cn23)cc(OC)c1OC	-1	-4	17	-3	-5	1	-50	-1	-14	0.0
O=C1CCC[C@H]2C[C@H](NCc3ccc(F)cc3F)CC[C@]23CCCN13	-1	-5	.	.	-2	1	0	0	-5	.
O=C(Nc1ccc(NS(=O)(=O)c2ccccc2)cc1)c1ccccc1Cl	-6	-2	3	-15	1	-3	1	1	-9	-0.7
O=C(NS(=O)(=O)c1ccccc1)c1ccccc1	-6	1	-3	-4	-13	-8	4	3	10	0.1
CC1(Oc2ccc(CC#N)cc2)CCN(Cc2ccccc2OC(F)F)C1 (stereo not drawn)	-1	0	15	-1	2	-6	3	0	-1	0.0
COc1ccc(C(=O)c2c[nH]c3ccccc23)cc1	-19	11*	7	2	7	3	2	2	13	0.8
CCOc1ccc(/C=N/Nc2ccc(C(F)(F)F)cc2[N+](=O)[O-])cc1O	9	-3	3	-1	0	-4	3	1	-7	-0.6
CCn1c(SCC(=O)O)nnc1-c1ccccc1OC	-2	-2	3	14	-6	8	-1	4	7	0.3
CCCc1ccc(-c2cc(C(=O)Nc3ccc([N+](=O)[O-])cn3)c3ccccc3n2)cc1	6	-1	1	8	-5	-4	1	-1	-7	0.7
Cc1nnc2n(-c3ccccc3)c(=O)c3ccccc3n12	0	-3	-13	-3	5	8	0	-2	5	0.1
O=S(=O)(Nc1cccc(-n2cnnn2)c1)c1ccc(Cl)nc1	-3	-4	-4	4	-1	3	4	-3	4	0.1
O=C(CCNS(=O)(=O)c1ccccc1)OCc1nnc(-c2ccccc2)o1	14	-11	11	10	3	0	1	4	0	0.7
C/C(CC(=O)Nc1ccc([N+](=O)[O-])cc1)=N/NC(=O)C1CC12CCC2 (stereo not drawn)	1	8	-2	4	2	2	4	2	20*	-0.4
Cc1ccc(NC(=O)Cc2ccc(-n3cccc3)cc2)c(C)c1	-4	4	1	-5	4	2	-1	-2	0	-0.7
Cc1cccc(-n2c(SCC(=O)Nc3nonc3C)nnc2-c2ccoc2C)c1	-7	1	-18	-10	9	8	-3	0	0	0.5
Cc1nn(CCc2nc(-c3ccco3)cs2)c2[nH]c(=O)cc(C(F)(F)F)c12	3	-3	-1	-11	-1	-4	-8	3	-9	-0.2
O=C(NCCCN1CCCC1)c1ccc2c(c1)N(Cc1ccccc1)CCS2	6	-450	17	-3	1	-4	i	-6	i	51*
CSc1ncc(C(C)=O)c(C)n1	8	-2	-13	-1	3	-3	2	-2	-1	-0.2
CC(C)[C@H](N)c1nnc(SC/C=C/c2ccccc2)o1	-6	-1	6	-9	-7	0	-5	-1	1	-0.6
CCC(=O)Nc1nc(N)n(-c2ccccc2)n1	7	-2	0	4	9	1	2	-1	-4	-0.5
Cc1ccc(S(=O)(=O)Cc2c(C)noc2C)cc1	5	-1	12	2	-1	-6	6	2	-6	-0.1
O=C(c1ccccc1)N1CCN(c2ncccn2)CC1	4	-4	17	7	2	-2	-2	5	4	1.1
CC(=O)c1cc(F)c(N2CCCC2)cc1C	0	-2	7	-3	-2	11	-3	-1	6	-0.4
Cc1cc(C(=O)Nc2c(F)cc(F)cc2Br)no1	-8	-2	-3	-5	-2	-7	1	0	1	0.3
CCOC(=O)c1ccc(NS(=O)(=O)c2c(N)[nH]c(=O)[nH]c2=O)cc1	5	-2	0	-10	4	-5	1	-1	-4	-0.2

The listing continues:
SMILES	TDP2 inh	ADAM17 inh	ARFGAP1 inhibitor	ASAP1 GAP inh	Tn6 DDE FP	Tn7 DDE FP	PLCg1 inh	LEDGF integ inh	ADAM10 inh	KLK7 zymogen act
O=C(O)CCc1ncc(C(F)(F)F)cc1Cl	-10	-5	-4	7	-3	1	4	0	-9	0.0
COc1ccc(NC(=O)COc2ccc(/C=N/NC(=O)c3cccnc3)cc2OC)cc1	7	-4	7	-7	-3	2	-13	1	2	20*
CCOC(=O)C1(CCc2ccccc2)CCN(C(=O)CCc2cnn(C)c2)CC1	9	0	-2	-2	-6	-3	6	4	12	-0.1
O=C(NCc1ccccc1)c1cc2ccc(O)cc2oc1=O	3	i	-8	-10	-8	2	i	-3	i	58*
CC(C)(C)C(=O)Nc1nnc(SCC(=O)NC2CCCC2)s1	-1	-3	0	-3	9	-3	-3	-2	0	-0.5
Fc1ccc(Oc2ccnc(Cl)n2)c(Cl)c1	0	4	2	7	4	-6	5	3	0	-0.1
Cc1cc(Br)ccc1SCC(=O)OC/C(O)=C(\C#N)c1nc2ccccc2[nH]1	-5	-3	-8	4	1	2	-14	-3	-8	-1.2
COc1ccc(OC)c(NC(=O)CNC(=O)Cn2c(C)cc3ccccc3c2=O)c1	-10	-10	-28	7	0	0	-1	-2	-24	0.2
COc1ccc(CCC(=O)Nc2ccc3c(c2)OCCO3)cc1	-5	-3	1	-2	3	-3	0	-3	-7	-0.2
O=C(NCc1ccccc1CN1CCCC1)c1cccc(S(=O)(=O)Nc2ccc(F)cc2)c1	-5	-2	5	-10	5	-4	-3	7	-3	-0.1
Cc1ccc(S(=O)(=O)N2CCc3ccccc3CC2)cc1	-1	-2	-1	-2	9	5	1	-3	-2	-0.1
